High-throughput results (PubChem BioAssay)
Myeloid diff MLP = induction of myeloid progenitor differentiation, primary screen, cell-based, flow cytometry, MLPCN library | ER-HoxA9 myeloid progenitors, lysozyme-GFP differentiation | actives 1% (n = 360,000) | AID 624256, 2012 | calls only at 10 µM;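 active = normalized GFP-positive differentiation at or above the plate's own cutoff, the solvent-only control mean plus 3 SD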;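 note: cells exposed to compound for four days before flow analysis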
Myeloid diff MLP GFP+ MAC1+ % = also measured in Myeloid diff MLP; calls as there; GFP+ MAC1+ double positive, %; measured here: differentiation confirmed by MAC1 staining
The depositor's hits bear a star.

What do the screens show for `CCn1c(CC(=O)Nc2ccccc2F)nnc1SCC(=O)NC1=NCCS1`?
Myeloid diff MLP: inactive; Myeloid diff MLP GFP+ MAC1+ %: 1.0

Results for CCCCCCN1CCN(C2CN(Cc3cn(Cc4cccc(Cl)c4)nn3)S(=O)(=O)C2)CC1 (centres undefined) ?
Myeloid diff MLP: inactive; Myeloid diff MLP GFP+ MAC1+ %: 0.8

How did CCC[C@H]1CN(c2ccc(OC)cc2)C(=O)[C@@H]1CC(=O)NC do in these assays?
Myeloid diff MLP: inactive; Myeloid diff MLP GFP+ MAC1+ %: 1.4

Results for Nc1cc(Cl)ccc1CN1C(=O)c2ccccc2C1=O ?
Myeloid diff MLP: inactive; Myeloid diff MLP GFP+ MAC1+ %: 0.6

How did Cc1ccc(-c2nc3c(Cl)cc(C(F)(F)F)cn3c2Cc2ccsc2)cc1 do in these assays?
Myeloid diff MLP: inactive; Myeloid diff MLP GFP+ MAC1+ %: 0.3

What do the screens show for `Cc1cc(=O)c2c(N(C)C)cccc2[nH]1`?
Myeloid diff MLP: inactive; Myeloid diff MLP GFP+ MAC1+ %: 1.4

What do the screens show for `Cc1cccc(CN2[C@H](COCc3ccccc3)C=CS2(=O)=O)c1`?
Myeloid diff MLP: inactive; Myeloid diff MLP GFP+ MAC1+ %: 1.5

How did Cc1ccc2c(c1)N(CC(=O)Nc1ccccc1F)C(=O)C(C)O2 (centres undefined) do in these assays?
Myeloid diff MLP: inactive; Myeloid diff MLP GFP+ MAC1+ %: 0.6

What do the screens show for `O=c1[nH][nH]c2c1C(c1cccc(C(F)(F)F)c1)OC(CCc1ccccc1)C2` (centres undefined)?
Myeloid diff MLP: inactive; Myeloid diff MLP GFP+ MAC1+ %: 1.5

Results for CC1=CN(S(=O)(=O)c2ccc(C)cc2)C[C@@H]2c3ccccc3N(S(=O)(=O)c3ccc(C)cc3)[C@H]12 ?
Myeloid diff MLP: inactive; Myeloid diff MLP GFP+ MAC1+ %: 0.6

3 compounds from above, arranged by heavy-atom count, low to high.
How did CCC[C@H]1CN(c2ccc(OC)cc2)C(=O)[C@@H]1CC(=O)NC do in these assays?
Myeloid diff MLP: inactive; Myeloid diff MLP GFP+ MAC1+ %: 1.4

How did Cc1ccc(-c2nc3c(Cl)cc(C(F)(F)F)cn3c2Cc2ccsc2)cc1 do in these assays?
Myeloid diff MLP: inactive; Myeloid diff MLP GFP+ MAC1+ %: 0.3

What do the screens show for `O=c1[nH][nH]c2c1C(c1cccc(C(F)(F)F)c1)OC(CCc1ccccc1)C2` (centres undefined)?
Myeloid diff MLP: inactive; Myeloid diff MLP GFP+ MAC1+ %: 1.5

Next part:
Results for CCCCN(C)c1c(C)nc2ccc(C(=O)NCCCn3ccnc3)cn12 ?
Myeloid diff MLP: inactive; Myeloid diff MLP GFP+ MAC1+ %: 0.8

How did CC(C)(C)NC(=O)C(c1ccc(-c2ccccc2)cc1)N(C[C@H]1CC[C@@H]([C@@H]2CC[C@H](CO)O2)O1)C(=O)c1ccc(C(C)(C)C)cc1 (some centres undefined) do in these assays?
Myeloid diff MLP: inactive; Myeloid diff MLP GFP+ MAC1+ %: 1.0

How did CCCCn1c(N)c(N(Cc2ccccc2)C(=O)COc2ccccc2F)c(=O)[nH]c1=O do in these assays?
Myeloid diff MLP: inactive; Myeloid diff MLP GFP+ MAC1+ %: 0.2

How did COc1ccc(CCCNC(=O)C2(C)Cc3c(-c4ccc(NC(C)=O)cc4)ccnc3O2)cc1 (centres undefined) do in these assays?
Myeloid diff MLP: inactive; Myeloid diff MLP GFP+ MAC1+ %: 0.4

What do the screens show for `CCN(CC)C(=O)c1cccc(-c2csc(C(C)(O)c3ccc(OC)cc3)n2)c1` (centres undefined)?
Myeloid diff MLP: inactive; Myeloid diff MLP GFP+ MAC1+ %: 2.9

Results for O=C(Nc1ccc(F)cc1)C(c1ccccc1OC(F)(F)F)N1CCN(c2cccc(C(F)(F)F)n2)CC1 (centres undefined) ?
Myeloid diff MLP: inactive; Myeloid diff MLP GFP+ MAC1+ %: 1.3

What do the screens show for `CCCCN(C(C)=O)c1c(CC)nc2ccc(C(=O)Nc3cccc(OCC(=O)N(C)C)c3)cn12`?
Myeloid diff MLP: inactive; Myeloid diff MLP GFP+ MAC1+ %: 0.8

Results for CC(=O)c1ccc(-c2cnc3c(NC=O)cc(-c4ccc(N5CCN(C)CC5)cc4)cn23)cc1 ?
Myeloid diff MLP: inactive; Myeloid diff MLP GFP+ MAC1+ %: 1.8

Results for CCc1ccc(C(O)c2ncc(-c3cccc(OC)c3)[nH]2)cc1 (centres undefined) ?
Myeloid diff MLP: inactive; Myeloid diff MLP GFP+ MAC1+ %: 0.6

How did COc1ccc(C#Cc2cccc(-c3nc(C(=O)NCc4ccc(Oc5ccccc5)cc4)cc4c3[C@@H](CCO)N(S(=O)C(C)(C)C)C4)c2)cc1OC (some centres undefined) do in these assays?
Myeloid diff MLP: inactive; Myeloid diff MLP GFP+ MAC1+ %: 1.7

Three records picked at random from those above, as already listed:
Results for CCc1ccc(C(O)c2ncc(-c3cccc(OC)c3)[nH]2)cc1 (centres undefined) ?
Myeloid diff MLP: inactive; Myeloid diff MLP GFP+ MAC1+ %: 0.6

How did COc1ccc(C#Cc2cccc(-c3nc(C(=O)NCc4ccc(Oc5ccccc5)cc4)cc4c3[C@@H](CCO)N(S(=O)C(C)(C)C)C4)c2)cc1OC (some centres undefined) do in these assays?
Myeloid diff MLP: inactive; Myeloid diff MLP GFP+ MAC1+ %: 1.7

Results for CCCCN(C)c1c(C)nc2ccc(C(=O)NCCCn3ccnc3)cn12 ?
Myeloid diff MLP: inactive; Myeloid diff MLP GFP+ MAC1+ %: 0.8

Entries from the list above that have two or more sulfur atoms:
What do the screens show for `CCn1c(CC(=O)Nc2ccccc2F)nnc1SCC(=O)NC1=NCCS1`?
Myeloid diff MLP: inactive; Myeloid diff MLP GFP+ MAC1+ %: 1.0

Results for CC1=CN(S(=O)(=O)c2ccc(C)cc2)C[C@@H]2c3ccccc3N(S(=O)(=O)c3ccc(C)cc3)[C@H]12 ?
Myeloid diff MLP: inactive; Myeloid diff MLP GFP+ MAC1+ %: 0.6

(cont.)
How did CC[C@H](NC(=O)CC[C@H]1O[C@@H](n2cnc3c(NC(=O)c4ccccc4)ncnc32)[C@H](O)[C@@H]1O)c1ccccc1 do in these assays?
Myeloid diff MLP: inactive; Myeloid diff MLP GFP+ MAC1+ %: 1.4

How did Cc1cccc(CN2[C@H](COC(=O)Nc3ccccc3)C=CS2(=O)=O)c1 do in these assays?
Myeloid diff MLP: inactive; Myeloid diff MLP GFP+ MAC1+ %: 1.3

What do the screens show for `O=C(NCCNc1ccc([N+](=O)[O-])cc1)c1ccccc1Cl`?
Myeloid diff MLP: inactive; Myeloid diff MLP GFP+ MAC1+ %: 1.0

Results for O=C1NC(C2CC3C=CC2C3)Nc2ccccc21 (centres undefined) ?
Myeloid diff MLP: inactive; Myeloid diff MLP GFP+ MAC1+ %: 0.8

How did CC(=O)Nc1cc(C)ns1 do in these assays?
Myeloid diff MLP: inactive; Myeloid diff MLP GFP+ MAC1+ %: 2.0

Results for Cc1ccccc1S(=O)(=O)NC(=O)C1(C)CCN1C(=O)CC1CCCC1 (centres undefined) ?
Myeloid diff MLP: inactive; Myeloid diff MLP GFP+ MAC1+ %: 0.4

How did C=C(C)C(=O)Nc1ccc2nn(-c3ccccc3O)nc2c1 do in these assays?
Myeloid diff MLP: inactive; Myeloid diff MLP GFP+ MAC1+ %: 0.4

Results for CC(=O)Nc1cc(-c2ccoc2)cn2c(-c3ccccc3)cnc12 ?
Myeloid diff MLP: inactive; Myeloid diff MLP GFP+ MAC1+ %: 1.3

Results for O=C1c2ccccc2[C@@H]2C[C@H](NC34CC5CC(CC(C5)C3)C4)[C@@H](O)CCN12 ?
Myeloid diff MLP: inactive; Myeloid diff MLP GFP+ MAC1+ %: 0.3

Results for CCCCCCN1C[C@@H](O)[C@H](n2cc(COC(=O)c3ccccc3)nn2)C[C@@H]1c1ccc(OC)cc1 ?
Myeloid diff MLP: inactive; Myeloid diff MLP GFP+ MAC1+ %: 1.1

Results for COc1ccc(C2=Nc3ccccc3N(C(=O)c3ccc(C)cc3)C2C(=O)Nc2c(C)cccc2C)cc1 (centres undefined) ?
Myeloid diff MLP: inactive; Myeloid diff MLP GFP+ MAC1+ %: 2.7

What do the screens show for `O=C(COC(=O)c1cccc(Br)c1)Nc1cccc(S(=O)(=O)N2CCCCC2)c1`?
Myeloid diff MLP: inactive; Myeloid diff MLP GFP+ MAC1+ %: 0.7

What do the screens show for `CCOC(=O)C1CCCN(C(=O)c2sc(-c3ccccc3)nc2C)CC1` (centres undefined)?
Myeloid diff MLP: inactive; Myeloid diff MLP GFP+ MAC1+ %: 0.5

Results for CC1(C(=O)NS(=O)(=O)c2cccc(OC(F)F)c2)CCN1C(=O)COc1ccc(Cl)cc1 (centres undefined) ?
Myeloid diff MLP: inactive; Myeloid diff MLP GFP+ MAC1+ %: 0.5

Results for COc1cc(CNc2nccn3ccnc23)cc(OC)c1 ?
Myeloid diff MLP: inactive; Myeloid diff MLP GFP+ MAC1+ %: 0.7

What do the screens show for `N#CC(c1ccccc1)C(CC(=NO)c1ccccc1)c1ccccc1` (centres undefined)?
Myeloid diff MLP: inactive; Myeloid diff MLP GFP+ MAC1+ %: 0.2

What do the screens show for `Cn1cnc(S(=O)(=O)N2CCCCC2c2cc(C(=O)NCc3ccc(F)cc3)no2)c1` (centres undefined)?
Myeloid diff MLP: inactive; Myeloid diff MLP GFP+ MAC1+ %: 0.4

How did O=C1NC[C@H](c2ccccc2)N(CCCCC2CCCCC2)C1=O do in these assays?
Myeloid diff MLP: inactive; Myeloid diff MLP GFP+ MAC1+ %: 1.4

Results for OC(c1ccc(Cl)c(Cl)c1)c1ncc(-c2ccc(C(F)(F)F)cc2)[nH]1 (centres undefined) ?
Myeloid diff MLP: inactive; Myeloid diff MLP GFP+ MAC1+ %: 1.4

Results for S=C(NCCc1ccccc1)N1CCC2CC1c1cc(-c3ccc4c(c3)OCO4)ccc12 (centres undefined) ?
Myeloid diff MLP: inactive; Myeloid diff MLP GFP+ MAC1+ %: 0.3

Results for CC(C)O/C(=N/S(=O)(=O)c1ccc(Cl)cc1)c1ccccc1 ?
Myeloid diff MLP: inactive; Myeloid diff MLP GFP+ MAC1+ %: 1.5

What do the screens show for `CCc1cccc(CC)c1N1C(=O)CSCC1=O`?
Myeloid diff MLP: inactive; Myeloid diff MLP GFP+ MAC1+ %: 1.9

How did CCNC(=O)CSc1nnc(-c2cccc(S(=O)(=O)N3CCOCC3)c2)o1 do in these assays?
Myeloid diff MLP: inactive; Myeloid diff MLP GFP+ MAC1+ %: 1.2

How did O=C(NC(c1ccc(F)cc1)c1ccc2ccccc2n1)C1CCN(CCOc2ccc(Cl)cc2Cl)CC1 (centres undefined) do in these assays?
Myeloid diff MLP: inactive; Myeloid diff MLP GFP+ MAC1+ %: 1.4

Results for O=C(NCc1cccnc1)c1cc(C2CCCN(C(=O)CCCc3ccccc3)C2)on1 (centres undefined) ?
Myeloid diff MLP: inactive; Myeloid diff MLP GFP+ MAC1+ %: 0.8

Results for CN(CC(=O)Nc1ccc(Cl)c(C(F)(F)F)c1)C(=O)C1CC(=O)N(c2ccc3c(c2)OCCO3)C1 (centres undefined) ?
Myeloid diff MLP: inactive; Myeloid diff MLP GFP+ MAC1+ %: 3.6

Results for O=C(CCNC(=O)c1ccccc1Cl)Nc1ccc(S(=O)(=O)N2CCOCC2)cc1 ?
Myeloid diff MLP: inactive; Myeloid diff MLP GFP+ MAC1+ %: 1.9

Results for CCc1ccc(C(O)c2ncc(-c3ccc(C(F)(F)F)cc3)[nH]2)cc1 (centres undefined) ?
Myeloid diff MLP: inactive; Myeloid diff MLP GFP+ MAC1+ %: 1.1

Results for O=C1NC[C@H](CCCCN2C[C@H](Cc3ccccc3)N(CC3CCCCC3)C(=O)C2=O)N(CC2CCCCC2)C1=O ?
Myeloid diff MLP: inactive; Myeloid diff MLP GFP+ MAC1+ %: 0.4

How did CCCNC(=O)c1cc(C2CCCCN2S(=O)(=O)c2cccc3cccnc23)on1 (centres undefined) do in these assays?
Myeloid diff MLP: inactive; Myeloid diff MLP GFP+ MAC1+ %: 0.8

Results for CC(C)(C)n1nnnc1C1c2ccccc2C(=O)N1CCc1c[nH]c2ccccc12 (centres undefined) ?
Myeloid diff MLP: inactive; Myeloid diff MLP GFP+ MAC1+ %: 0.6

What do the screens show for `Cc1nc(C(F)(F)F)ccc1C(=O)N1CCC1(C)C(=O)NS(C)(=O)=O` (centres undefined)?
Myeloid diff MLP: inactive; Myeloid diff MLP GFP+ MAC1+ %: 0.7

How did Nc1[nH]c(C(=O)c2ccccc2)c(-c2ccccc2C(F)(F)F)c1C(=O)NCCc1c[nH]c2ccccc12 do in these assays?
Myeloid diff MLP: inactive; Myeloid diff MLP GFP+ MAC1+ %: 0.0

Results for COc1ccc(CN2c3c(Br)cccc3C(=O)CS2(=O)=O)cc1 ?
Myeloid diff MLP: active; Myeloid diff MLP GFP+ MAC1+ %: 6.3*

How did COc1cc2c(cc1OC)CN(C(=O)CCNC(=O)c1ccc(Br)cc1)CC2 do in these assays?
Myeloid diff MLP: inactive; Myeloid diff MLP GFP+ MAC1+ %: 0.7

How did CC(=O)Nc1cccc(-c2ccnc3c2CC(C(=O)NCc2ccc(N(C)C)cc2)O3)c1 (centres undefined) do in these assays?
Myeloid diff MLP: inactive; Myeloid diff MLP GFP+ MAC1+ %: 0.9

What do the screens show for `COc1ccc2[nH]c3c(c2c1)CCN1C(=O)C(CC(=O)NCCCn2ccnc2)C[C@H](C(=O)N2CCOCC2)[C@@]31CCC1CCCC1` (some centres undefined)?
Myeloid diff MLP: inactive; Myeloid diff MLP GFP+ MAC1+ %: 0.3

Results for C[C@H]1CN([C@@H](C)CO)C(=O)CCCn2cc(nn2)CO[C@@H]1CN(C)S(=O)(=O)c1ccc2ccccc2c1 ?
Myeloid diff MLP: inactive; Myeloid diff MLP GFP+ MAC1+ %: 2.2

An excerpt, so the mix of outcomes need not match the whole.
